TSG101-PTAP inh: blocks PTAP binding to human TSG101, validation | 44,000 tested, under 10 active | Potency, µM (series often up to 115 µM), inactives show at the top dose activity change, negative = inhibition, most hits filed as inhibitors | Q99816 | Fluorescence polarization, FITC-PTAP peptide/Tsg101, 20 min; also: potency is read from the fitted curve at half-maximal effect; 0% is about no effect
Target sequence (Q99816 whole entry, looked up): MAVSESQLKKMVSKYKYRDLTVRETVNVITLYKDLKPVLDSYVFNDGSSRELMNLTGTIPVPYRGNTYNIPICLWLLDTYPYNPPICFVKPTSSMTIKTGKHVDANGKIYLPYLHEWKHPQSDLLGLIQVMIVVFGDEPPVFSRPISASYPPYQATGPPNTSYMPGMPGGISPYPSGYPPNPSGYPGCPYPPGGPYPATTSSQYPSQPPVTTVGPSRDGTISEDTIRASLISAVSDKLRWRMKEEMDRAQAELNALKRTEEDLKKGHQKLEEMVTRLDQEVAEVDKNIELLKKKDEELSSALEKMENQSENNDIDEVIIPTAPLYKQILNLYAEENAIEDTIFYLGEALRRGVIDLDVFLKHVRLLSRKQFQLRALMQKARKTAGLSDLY
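Compounds pinned into 10 uM Tsg101 binding domain, then 50 nM FITC-PTAP peptide added in pH 7.5 HEPES buffer; FP read after 20 min, room temperature. Total S+P intensity flags fluorescent compounds; active cut-off <25 µM, efficacy <60%.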
p53null 32C tox: kills p53 null cells at the permissive temperature; H1299-neo p53 null cells, ATP luminescence, 24 h, 32C; Potency, µM (titrated, usually from 46.1 µM), for the others: at the highest dose activity change, negative = cytotoxicity, hits mostly cytotoxic; 0.62% of 55,000 active;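 also: potency is read from the fitted curve at half-maximal effect; 0% = DMSO only and -100% = full killing by 100 µM tamoxifen; nearly all actives have a fitted effect of over 55% in size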
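AC50 values derive from Hill modelling of qHTS concentration-response data (up to 46 uM) in H1299-neo cells. Cells were treated 24 h at 32C following overnight attachment at 37C; viability was read as cellular ATP.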
p53null 39C kill: selectivity test: cytotoxicity in p53 null cells, nonpermissive temperature; H1299 p53-null (neo) cells, 39C, ATPlite viability, 24 h; Potency, µM (highest dose often 46.1 µM), for inactives: at the top dose activity, negative = cell killing, hits mostly cytotoxic; 0.97% of 55,000 active; AID 904;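 also: potency is read from the fitted curve at half-maximal effect; 0% = DMSO only and -100% = full killing by 100 µM tamoxifen; nearly all actives have a fitted effect of over 50% in size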
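Luminescent ATP signal reported cell survival after H1299 lines (neo, p53 null; or p53 A138V) received up to 46 uM compound and 24 hr incubation at 39C.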
NTMT1 inhibitor: inhibitors of human N-terminal methyltransferase NTMT1. Potency, µM (doses to about 114 µM), without a hit: at the highest dose activity change, negative = inhibition, usual class: inhibitors. 2.5% of 59,000 active. AID 1645870. Q9BV86. NTMT1 MTase-Glo SAH luminescence, purified enzyme;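 also: potency is read from the fitted curve at half-maximal effect; plate controls were DMSO vehicle for no effect and no enzyme for full effect; nearly all actives have a fitted effect of over 65% in size; many of its hits are not listed in these tables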
Target sequence (Q9BV86 whole entry, looked up): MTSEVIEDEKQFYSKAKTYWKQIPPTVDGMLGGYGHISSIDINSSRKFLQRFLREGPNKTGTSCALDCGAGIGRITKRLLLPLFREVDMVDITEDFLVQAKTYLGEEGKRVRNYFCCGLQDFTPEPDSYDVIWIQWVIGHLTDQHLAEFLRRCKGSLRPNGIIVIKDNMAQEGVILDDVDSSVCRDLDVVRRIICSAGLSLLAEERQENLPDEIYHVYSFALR
GALK inhibitor: inhibitors of human galactokinase (GALK); P51570; recombinant GALK, Kinase-Glo ATP luminescence, 1 h; Potency, µM (top dose mostly 57.5 µM), for inactives: at the top dose activity, negative = inhibition, hits mostly inhibitors; 44,000 tested, under 10 active; AID 1347072;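 also: plate controls were full GALK reaction for no effect and reaction lacking GALK for full effect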
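5 nM GALK with 35 µM ATP and 100 µM galactose in HEPES pH 8.0, MgCl2, NaCl, DTT, BSA; 1 h RT reaction, remaining ATP detected by Kinase-Glo Plus luminescence after 10 min; qHTS concentration series.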
B2AR arrestin ag: agonists recruiting beta-arrestin to human beta2-adrenergic receptor; P07550; HTLA Tango cells, beta-arrestin recruitment, luciferase luminescence, 18 h; Potency, µM (doses to about 46.1 µM), without a hit: at the highest dose activation, most hits filed as activators; 44,000 tested, under 10 active; AID 1347077;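 also: potency is read from the fitted curve at half-maximal effect; 0% = DMSO and full agonism = EC100 isoproterenol or metaproterenol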
Target sequence (P07550 whole entry, looked up): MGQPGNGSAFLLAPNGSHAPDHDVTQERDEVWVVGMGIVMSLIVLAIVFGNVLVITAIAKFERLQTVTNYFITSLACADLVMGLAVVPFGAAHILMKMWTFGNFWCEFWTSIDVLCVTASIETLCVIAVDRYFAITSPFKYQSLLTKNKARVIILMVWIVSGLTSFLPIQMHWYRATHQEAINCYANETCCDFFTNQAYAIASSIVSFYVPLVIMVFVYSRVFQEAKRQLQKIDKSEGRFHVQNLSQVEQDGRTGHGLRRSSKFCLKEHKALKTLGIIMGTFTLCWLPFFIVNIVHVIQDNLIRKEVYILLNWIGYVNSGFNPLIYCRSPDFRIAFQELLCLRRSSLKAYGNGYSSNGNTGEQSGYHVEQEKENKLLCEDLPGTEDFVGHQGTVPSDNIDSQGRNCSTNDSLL
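Tango cells (recombinant beta2-AR, beta-arrestin, tTA-driven luciferase), 1500/well in DMEM 1% FBS, treated 18 h at 37 °C with compounds up to 46 µM; luciferin mix added, luminescence read after 15 min; %activity curves fitted and curve-classed.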
FH mod: Identification of activators of human fumarate hydratase by quantitative high-throughput screening. Potency, µM (titrated, usually from 79.9 µM), without a hit: at the highest dose activity change, negative = inhibition, actives largely listed as inhibitors. 0.22% of 54,000 active. FH coupled MDH/diaphorase resazurin fluorescence, 15 min. Fumarate hydratase, mitochondrial (Homo sapiens), P07954; also: potency is read from the fitted curve at half-maximal effect; % is scaled to controls: 0 for no effect and ±100 for the full control effect; the screen sought activators but most active calls are inhibition curves; nearly all actives have a fitted effect of over 45% in size
Numbers without * were called inactive; ? = inconclusive; · = no result given; & = joins results of further samples; [ ] = dose if it differs, or a comment. Calls follow the shape of the dose curve; as a rule, active = well fitted curve in the direction sought with a large enough effect; inconclusive = small, poorly fitted or top-dose-only effect, or another doubt; inactive = no such curve, though single readings can be large; an effect the other way counts as inactive or inconclusive. A portion of the library; the hit share may differ from the screen's.

no. | SMILES | p53null 39C kill | p53null 32C tox | NTMT1 inhibitor | TSG101-PTAP inh
1 | CN(C)S(=O)(=O)c1ccc(C(=O)NCCSc2c(-c3ccc(Cl)cc3)[nH]c3ccccc23)cc1 | -2% | 15% | 6% | -4%
2 | COc1ccc(C)cc1NC(=O)NCCn1nnc2cc(S(=O)(=O)N(C)C)ccc21 | -4% | -2% | 14% | -8%
3 | Cc1cc(S(=O)(=O)C(CNC(=O)c2ccc(F)c(F)c2)c2cccs2)ccc1F (centres undefined) | -7% | -4% | -5% | 0%
4 | Cc1ccccc1CNCCSc1nnnn1-c1ccccc1 | -10% | -4% | -7% | 0%
5 | O=S(=O)(c1ccccc1)c1nnn2c1nc(NC1CCCCCC1)c1sccc12 | -25% | -2% | -5% | 0%
6 | COc1cc2ccccc2cc1C(=O)Nc1ccc2oc(-c3ccc(F)cc3Cl)nc2c1 | 4% | 6% | 1% | -3%
7 | CCc1ccccc1NC(=O)c1cc2sc(Cl)cc2n1CC | 6% | -1% | 12% | 2%
8 | Cc1cccc(CCNC(=O)c2cnc3c(C)cccn3c2=O)c1 | -4% | ? | -6% | -10%
9 | CCc1cc2c(cc3c(=O)n(CC(=O)NCCOC)nc(CC)n32)s1 | -2% | -1% | 6% | 1%
10 | Cc1ccc(CN2CCCN(CC(=O)Nc3ccc(C)cc3C)S2(=O)=O)cc1 | 3% | -3% | -1% | -1%

no. | GALK inhibitor | B2AR arrestin ag | FH mod
1 | 5% | 0% | -20%
2 | -3% | 0% | 0%
3 | 0% | 0% | 8%
4 | 3% | -1% | -4%
5 | -6% | 0% | -6%
6 | 1% | 0% | 4%
7 | -1% | 0% | -9%
8 | -1% | -3% | -22%
9 | -1% | ? | 4%
10 | -2% | 0% | -14%

Following part:
no. | SMILES | p53null 39C kill | p53null 32C tox | NTMT1 inhibitor | TSG101-PTAP inh
11 | Cc1nn2c(=O)cc(COC(=O)c3ccc(NC(=O)c4cccs4)cc3)nc2s1 | 11% | 0% | 14% | -19%
12 | Cc1ccc2sc(N(Cc3cccnc3)C(=O)C3COc4ccccc4O3)nc2c1C (centres undefined) | 3% | 9% | ? | 0%
13 | CCCCN(CCCC)C(=O)C1CCN(S(=O)(=O)c2cccc3nsnc23)CC1 | 21% | 11% | -14% | 2%
14 | Cc1ccc(OCC(=O)Nc2ccc3nc(SCc4ccccc4)sc3c2)cc1 | 1% | -2% | 9% | 0%
15 | Cc1ccc(NS(=O)(=O)c2ccc3c(c2)n(C)c(=O)n3C)cc1C | ? | 0% | 4%&5% | 1%
16 | CCOc1ccccc1CNC(=O)c1sc2ncccc2c1-n1cccc1 | 21% | 30%[activator] | 0% | 1%
17 | Cc1cccc(N(Cc2cc3ccccc3[nH]c2=O)C(=O)c2cccc(Cl)c2)c1 | 4% | -1% | 5% | 0%
18 | COc1ccc(Cc2c(C)nn(-c3nc(C)c(C(=O)Nc4ccc(C)cc4C)s3)c2C)cc1 | 1% | -4% | 29% | -6%
19 | Cc1ccc(Cn2c(=O)n(Cc3ccccc3Cl)c(=O)c3ccccc32)cc1 | 10% | -2% | 11% | 0%
20 | CCC(=O)N1CCc2cc(S(=O)(=O)CCC(=O)N3CCN(c4ccccc4F)CC3)ccc21 | 11% | 9% | 15% | -5%

no. | GALK inhibitor | B2AR arrestin ag | FH mod
11 | 0% | 0% | -13%
12 | -6% | -2% | 4%
13 | -1% | 1% | 2%
14 | -5% | -3% | 6%
15 | 2% | -2% | -23%
16 | -2% | 0% | -14%
17 | -13% | 0% | 2%
18 | -9% | -4% | -16%
19 | 0% | 1% | 6%
20 | 1% | 1% | -5%

Remaining list, next part:
no. | SMILES | p53null 39C kill | p53null 32C tox | NTMT1 inhibitor | TSG101-PTAP inh
21 | Cc1ccc(Cl)cc1NC(=O)c1sc2nc(C)c(C)c(C)c2c1N | -28% | 9% | 5% | 2%
22 | COc1ccc(CCNC(=O)c2ccc3c(c2)N(Cc2ccc(F)cc2)C(=O)c2ccccc2S3(=O)=O)cc1OC | 5% | -3% | 3% | 2%
23 | Cc1ccc(Cl)cc1NC(=O)N1CCC(CN2CCc3ccccc3C2)CC1 | -6% | -1% | -12% | 0%
24 | Cc1nc2ncnn2c(C)c1CCC(=O)NCc1ccccc1Cl | 1% | -6% | 11% | -1%
25 | CCOC(=O)c1c(NC(=O)COc2ccccc2)sc(C(C)=O)c1C | 5% | -11% | 5% | 4%
26 | CCOC(=O)c1cc2c(=O)n3ccccc3nc2n(CCCOC)c1=NC(=O)c1cc2ccccc2o1 | 2% | 2% | -6% | -11%
27 | CC(=O)Nc1ccc(NC(=O)c2ccc3c(c2)N(Cc2cccc(Cl)c2)C(=O)c2ccccc2S3=O)cc1 (centres undefined) | 9% | -15% | 3% | 2%
28 | CCc1ccc(-n2c(=O)c3c4c(sc3n(CC(=O)NCCCOC)c2=O)CCCC4)cc1 | -8% | -1% | -2% | -1%
29 | Cc1ccc(NC(=O)CN2C(=O)COc3ccc(S(=O)(=O)Nc4ccccc4)cc32)c(C)c1 | 1% | 17% | ? | 0%
30 | COc1ccc(-c2nc(Cn3c(SCc4ccc(C)cc4)nc4cccnc43)c(C)o2)cc1OC | ? | ? | -2% | 4%

no. | GALK inhibitor | B2AR arrestin ag | FH mod
21 | 8% | 0% | 18%
22 | 9% | 0% | -22%
23 | 3% | 2% | 0%
24 | 6% | 1% | -5%
25 | 1% | 0% | 2%
26 | -7% | 0% | -8%
27 | 5% | 7% | -16%
28 | -5% | 0% | -11%
29 | -3% | 0% | -12%
30 | 0% | 0% | ?

Continuation.
no. | SMILES | p53null 39C kill | p53null 32C tox | NTMT1 inhibitor | TSG101-PTAP inh
31 | COC(=O)c1cc2oc3ccccc3c2n1CC(=O)Nc1ccc(C)c(F)c1 | -26% | -2% | · | 0%
32 | CCN(C(=O)CSc1nc2ccccc2n1CC(=O)NCc1ccc(OC)cc1)c1ccccc1 | 23% | -2% | 4% | 1%
33 | CNS(=O)(=O)c1ccc(NC(=O)c2nc3nc(C)cc(C(F)F)n3n2)cc1 | 6% | -2% | -4% | 0%
34 | O=C(Cn1ncc2c([nH]c3ccccc32)c1=O)NCCCN1CCN(c2ccccc2)CC1 | -2% | 2% | -10% | -1%
35 | Cc1ccc(C)c(Cn2c(=O)n(CCCCCC(=O)NCc3ccc4c(c3)OCO4)c(=O)c3sccc32)c1 | ? | -19% | 0% | -1%
36 | CCc1nnc(SCc2ccc(F)cc2Cl)c2cc3sc(C)cc3n12 | -18% | -6% | -1% | 3%
37 | CCOc1ccc(NC(=O)c2c(NCc3cccnc3)sc3c2CCC(C)C3)cc1 (centres undefined) | 27% | 18% | 23% | -7%
38 | O=C(c1ccccc1Cl)N1CCCCC1CCN1CCOCC1 (centres undefined) | 21% | 5% | 15% | -1%
39 | Cc1ccc2cccc(NC(=O)c3ccc(-c4cccc(Cl)c4Cl)o3)c2n1 | 17% | -9% | 11% | -6%
40 | CCn1cc(C(=O)OCC(=O)Nc2cc(OC)cc(OC)c2)c(=O)c2ccc(C)nc21 | -8% | 17% | -1% | -3%

no. | GALK inhibitor | B2AR arrestin ag | FH mod
31 | 7% | -1% | ·
32 | 6% | 1% | -23%
33 | 3% | 1% | 4%
34 | 5% | -1% | 2%
35 | 3% | -2% | 2%
36 | 3% | -1% | -17%
37 | 0% | -2% | -22%
38 | 2% | 0% | -19%
39 | -1% | 0% | 3%
40 | -7% | 0% | 2%

Shown as labelled records: part of the list above
(38) O=C(c1ccccc1Cl)N1CCCCC1CCN1CCOCC1 (centres undefined)
  p53null 39C kill = 21%; p53null 32C tox = 5%; NTMT1 inhibitor = 15%; TSG101-PTAP inh = -1%; GALK inhibitor = 2%; B2AR arrestin ag = 0%; FH mod = -19%
(34) O=C(Cn1ncc2c([nH]c3ccccc32)c1=O)NCCCN1CCN(c2ccccc2)CC1
  p53null 39C kill = -2%; p53null 32C tox = 2%; NTMT1 inhibitor = -10%; TSG101-PTAP inh = -1%; GALK inhibitor = 5%; B2AR arrestin ag = -1%; FH mod = 2%
(31) COC(=O)c1cc2oc3ccccc3c2n1CC(=O)Nc1ccc(C)c(F)c1
  p53null 39C kill = -26%; p53null 32C tox = -2%; NTMT1 inhibitor = ·; TSG101-PTAP inh = 0%; GALK inhibitor = 7%; B2AR arrestin ag = -1%; FH mod = ·
(33) CNS(=O)(=O)c1ccc(NC(=O)c2nc3nc(C)cc(C(F)F)n3n2)cc1
  p53null 39C kill = 6%; p53null 32C tox = -2%; NTMT1 inhibitor = -4%; TSG101-PTAP inh = 0%; GALK inhibitor = 3%; B2AR arrestin ag = 1%; FH mod = 4%

(further entries)
no. | SMILES | p53null 39C kill | p53null 32C tox | NTMT1 inhibitor | TSG101-PTAP inh
41 | COc1ccc(Br)cc1CNC(=O)c1cc2c(=O)n(C)c3ccccc3c2s1 | -2% | 2% | -2% | 0%
42 | Cc1cc(C)c(NC(=O)C(C)n2c(=O)cc(C)c3c(C)nn(-c4ccccc4)c32)c(C)c1 (centres undefined) | -6% | 2% | 15% | -1%
43 | Cc1ccc(S(=O)(=O)NCc2nc3nc(C)cc(C)n3n2)c(C)c1 | 2% | 1% | 0% | -7%
44 | Cc1ccc(-c2nc(CS(=O)CC(=O)NCCc3ccc(Cl)cc3)c(C)o2)cc1 (centres undefined) | -6% | -2% | -13% | -1%
45 | Cc1cccc(N2CCN(C(=O)CCn3c(=O)c4cccn4c4cccnc43)CC2C)c1 (centres undefined) | -23% | 7% | ? | -1%
46 | CCc1ccccc1NC(=O)CCc1c(C)nc2cc(-c3ccccc3)nn2c1C | -29% | -3% | 15% | 3%
47 | COc1ccc(NC(=O)Nc2cc(C(=O)NCc3ccc(C)cc3)ccc2N2CCCC2)cc1 | 10% | 6% | 15% | -1%
48 | CCN1CCN(CCCNC(=O)Cn2nc(C)n3c(cc4c(OC)cccc43)c2=O)CC1 | -3% | -1% | ? | -4%
49 | O=C(CSc1nccn1C1CCCC1)Nc1cc(C(F)(F)F)ccc1Cl | -2% | 5% | -1% | -4%
50 | COc1ccc2oc(=O)c(-c3csc(/C(C#N)=C/c4ccc(F)cc4)n3)cc2c1 | -12% | 0% | 1% | 0%
51 | Cc1cccc(N(C)S(=O)(=O)c2nnc(NC(=O)C(C)(C)C)s2)c1 | -25% | -1% | 25% | 3%
52 | Cc1c(Cl)cccc1-n1ncc(C(=O)NCc2cccs2)c1C1CCN(C(=O)OC(C)(C)C)CC1 | 63%[activator] | 30% | 7% | -1%
53 | CCOc1ccc(CNC(=O)c2ccc(Sc3ccc(C)cc3)c(N)c2)cc1OC | -2% | 33%[activator] | -29% | -5%

no. | GALK inhibitor | B2AR arrestin ag | FH mod
41 | 0% | -1% | 1%
42 | 5% | 2% | ?
43 | 0% | -4% | ?
44 | 0% | -2% | -1%
45 | 5% | 0% | -9%
46 | 7% | 0% | -6%
47 | -3% | 0% | -17%
48 | 6% | 1% | -7%
49 | 5% | -3% | -26%
50 | 0% | 0% | -11%
51 | 3% | 0% | -19%
52 | 1% | -1% | -23%
53 | 0% | 1% | ?

From PubChem BioAssay
